Tau fluor cs – counter-screen for tau fibril formation inhibitors; 280,000 tested, 0.93% active; Potency, µM (highest dose often 57.7 µM), inactives show at the highest dose activity change, negative = decrease; tau K18 P301L Alexa594 fluorescence, heparin fibrillization; AID 1463; further: on the % scale 0 is the no-effect control and ±100 the full control effect; nearly all actives have a fitted effect of over 55% in size
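Human tau K18 P301L (15 uM unlabeled, 0.24 uM Alexa 594-labeled) in 100 mM sodium acetate pH 7 with 20 uM heparin, 6 hr at 37 C. ThT 30 uM added, 1 hr ambient; Alexa 594 FP and total fluorescence read at 555/632 nm.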
Epigenetic derep – epigenetic control regulation, reporter derepression. murine LDR cells, GFP reporter derepression, 30 h. Potency, µM (doses to about 53.9 µM), for inactives: at the highest dose GFP activation, most hits filed as activators. 280,000 tested, 0.2% active; further: % of control where 0% means no effect; nearly all actives have a fitted effect of over 60% in size
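In this reporter-derepression format, murine cells bearing a silenced integrated CMV-GFP locus incubate with test compound (30 h, 37 C), then are washed and imaged; fluorescent objects of 20–120 um count as induced cells.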
Starred values were filed as active, the others as inactive; ? = inconclusive; [ ] = another dose, or the depositor's remark. The call rests on the fitted dose curve; in most records, active means well fitted curve in the direction sought with a large enough effect; inconclusive means small, poorly fitted or top-dose-only effect, or another doubt; inactive means no such curve, though single readings can be large; an effect the other way counts as inactive or inconclusive. Potency means the concentration at half of the fitted maximal effect. Not all compounds are listed (hit frequency here may not be typical).

canonical_smiles	Tau fluor cs	Epigenetic derep
COc1ccc(S(=O)(=O)NCc2ccc3c(c2)CCN3C(C)=O)cc1OC	7.0%	0.6%
COc1ccccc1Nc1nn2c(=O)c3ccc(C(=O)NC(C)c4ccccc4)cc3nc2s1 (centres undefined)	-19.9%	-1.8%
Clc1ccc(-c2noc3ncnc(NCCCN4CCN(c5ccccc5)CC4)c23)cc1	-29.3%	-0.4%
Cc1cc(=O)[nH]c2nnc(SCC(=O)Nc3ccc(OC(F)(F)F)cc3)n12	-6.6%	3.4%
Cc1cccc(-c2nn3c(=O)cc(CN4CCN(C(=O)c5ccccc5Br)CC4)nc3s2)c1	-5.4%	3.5%
Cc1ccc(-c2nnc(Nc3ccc(Br)cc3)c3ccccc23)cc1S(=O)(=O)N1CCOCC1	-16.7%	-1.1%
CCOC(=O)c1ccc2[nH]c(CSc3nnc(-c4cccc(F)c4)n3C)cc(=O)c2c1	5.3%	-1.6%
O=C(CSc1nnc2[nH]c(=O)cc(-c3ccccc3)n12)Nc1cc(C(F)(F)F)ccc1Cl	-20.8%	7.7%
COc1ccc(C(=O)NCC(c2ccc(N(C)C)cc2)N2CCc3ccccc32)c(OC)c1 (centres undefined)	-24.1%	-4.1%
COc1ccc(CCNS(=O)(=O)c2ccc(F)c(C(=O)Nc3ccc(Cl)cc3)c2)cc1OC	-27.3%	1.3%
CC(=O)c1ccc(S(=O)(=O)N2CCn3cccc3C2c2ccc(F)c(F)c2)cc1 (centres undefined)	-28.5%	1.7%
CCN(CCCNC(=O)CN1N=C(c2ccc(C)cc2)CCC1=O)c1ccccc1	-21.8%	7.1%
Cc1ccc(C(=O)N2CCN(c3ccccc3)CC2)cc1NC(=O)c1nsc2ccccc12	-21.9%	1.0%
Cc1cc(C)cc(NC(=O)CCc2c(C)nn(-c3ccc(N4CCCC4)nn3)c2C)c1	-2.8%	0.8%
CCSc1nn(CC(=O)Nc2cccc(Cl)c2)c(N)c1S(=O)(=O)c1ccc(OC)cc1	?	-3.9%
CCOc1ccc(-n2c(SC(C)C(=O)OC)nc3c([nH]c4ccccc43)c2=O)cc1 (centres undefined)	-13.4%	4.4%
COc1ccc(NS(=O)(=O)c2ccc3[nH]c4c(c3c2)CCCC4)cc1OC	15.8µM*[quencher]	-1.1%
COc1ccccc1C(=O)NCc1nc2cccnc2n1Cc1ccc(F)cc1	-11.6%	3.6%
CC(=O)N1CCCc2cc(S(=O)(=O)N3CCCC(C(=O)Nc4cc(Cl)ccc4C)C3)ccc21 (centres undefined)	-21.9%	0.0%
Cc1ccc(Cc2nc3ccccc3nc2SCC(=O)N2CCCCC2C)cc1 (centres undefined)	-6.6%	5.8%
CCC12CN3CC(CC)(CN(C1)C3c1c[nH]c3ccccc13)C2=O (centres undefined)	-14.9%	-5.4%
CCOc1ccc(-c2nc(CSCC(=O)N3CCN(c4ccc(F)cc4)CC3)c(C)o2)cc1	-7.2%	1.1%
Cc1cncn1CCc1nc2c3ccccc3nc(SCC(=O)Nc3ccccc3F)n2n1	-8.0%	2.6%
COCCn1c(SCC(=O)c2ccccc2)nc2cc(C(=O)NC3CCCC3)ccc2c1=O	-9.3%	2.7%
COc1cc(NC(=O)c2cc3c(=O)n(Cc4cccs4)ccc3nc2C)cc(OC)c1OC	-8.3%	3.3%
O=C(CSc1ncc2c(n1)-c1ccccc1N(Cc1ccccc1)S2(=O)=O)Nc1ccccc1	8.5%	0.3%
Cc1c(-c2ccc(Br)cc2)c(=O)oc2ccc(OC(=O)N3CCOCC3)cc12	-14.0%	4.1%
COc1ccc(-n2cnc3cc(C(=O)NCCC4=CCCCC4)ccc32)cc1	-20.4%	-1.1%
CCc1ccc(S(=O)(=O)NCc2ccc3c(c2)CCN3C(=O)c2ccc(C)cc2)cc1	-21.5%	0.6%
O=C1COc2cc(S(=O)(=O)NCc3ccco3)c(Cl)cc2N1	-12.2%	0.2%

Next results:
canonical_smiles	Tau fluor cs	Epigenetic derep
Cc1cc(NC(=O)CSc2ncc(C(=O)Nc3ccc(F)cc3)c(=O)n2C)no1	-5.4%	-1.7%
CC(=O)c1cccc(NC(=O)c2noc3c2CC(C)CC3)c1 (centres undefined)	-15.3%	-1.1%
CNC(=O)c1cc2n(n1)CCCN(Cc1ccc(F)cc1)C2=O	1.6%	3.5%
O=C(NC1CC(=O)N(c2ccc3c(c2)OCCO3)C1)c1c(F)cccc1Cl (centres undefined)	1.0%	?
Cc1ccc(Cl)cc1NC(=O)CCCN1C(=O)CCn2nc(-c3cn(C)c4ccccc34)cc21	-8.4%	0.0%
CCOc1ccc(CNC(=O)CN2C(=O)CCn3nc(-c4cn(C)c5ccccc45)cc32)cc1OC	-7.3%	0.8%
Cc1ccc(OCC(=O)Nc2cccc(OCc3cc(=O)n4cccc(C)c4n3)c2)cc1C	-16.0%	?
Cc1nn2c(=O)cc(COC(=O)C(c3ccccc3)c3ccccc3)nc2s1	-8.9%	0.0%
CN(C)c1ccc(NC(=O)Cn2c(SCc3ccc(F)cc3)nc3cccnc32)cc1	-6.7%	2.2%
CCOC(=O)c1scc(-c2ccc(C)cc2)c1S(=O)(=O)Nc1cccc(CC)c1	-24.3%	0.8%
COc1cccc(C(c2sc3nc(-c4ccco4)nn3c2O)N2CCCC2)c1 (centres undefined)	-11.6%	1.2%
COc1ccc(-c2nc(C)c(CCNC(=O)c3c(F)cccc3F)s2)cc1	-24.6%	1.4%
Cc1nn(C)c2c1c(C(F)(F)F)cc(=O)n2C(C)C(=O)NCc1ccc(Cl)cc1 (centres undefined)	-6.3%	0.0%
CC1CCN(S(=O)(=O)c2ccc(C(=O)Nc3nc4ccc(F)cc4s3)cc2)CC1	-2.4%	16.1%
CNC(=O)CSc1nnc(NC(=O)Nc2ccccc2)s1	-9.2%	?
CCOc1ccc(S(=O)(=O)n2nc(C)c(S(=O)(=O)N3CCCCC3)c2C)cc1	16.1%	-0.9%
CCOC(=O)c1c(S(=O)(=O)N2CCC(C(=O)N3CCN(c4cc(C)ccc4C)CC3)CC2)c(C)n(C)c1C	-0.2%	-0.5%
COc1cccc(C(c2c(O)cc(C)n(Cc3ccco3)c2=O)N2CCN(c3ccccc3)CC2)c1 (centres undefined)	-4.0%	-0.3%
Cc1ccc(-c2nc(Cn3c(=O)cc(-c4ccccc4)c4c(C)nn(C)c43)c(C)o2)cc1	1.7%	0.8%
COc1ccc(Cl)c2sc(NC(=O)c3ccc(S(=O)(=O)N4CCOCC4)cc3)nc12	-10.3%	1.0%
O=C1CCc2cc(S(=O)(=O)NCc3ccccc3Cl)cc3c2N1CC3	-3.0%	1.6%
O=C(COc1ccc(Cl)cc1)OCc1cc(=O)n2nc(C3CCCCC3)sc2n1	-9.7%	0.0%
COc1ccc(CCNC(=O)c2cc(C)nc3c2c(C)nn3-c2ccccc2)cc1OC	-23.6%	-0.2%
CCOc1ccc(NC(=O)CSc2nnc(NC(=O)Nc3ccccc3)s2)cc1	-3.6%	0.5%
CCOc1ccc(CNC(=O)c2ccc(NC(=O)c3nsc4ccccc34)cc2)cc1	-21.8%	9.9%
CCOc1ccc(-n2c(SCC(=O)NCc3ccccc3)nc3n[nH]c(C)c3c2=N)cc1	-26.8%	0.0%
O=C(Nc1cccc(C(=O)OCc2cc(=O)n3c4c(sc3n2)CCCC4)c1)c1cccc(F)c1	-26.8%	-1.1%
Cc1ccc(NC(=O)Cn2cnc3nc4c(cc3c2=O)CCCC4)cc1Cl	10.0%	0.0%
Cc1ccc(NC(=O)CSc2nc3n[nH]c(C)c3c(=N)n2-c2cccc(C)c2)cc1	-27.5%	-1.1%
CC1CCN(S(=O)(=O)c2ccc3c(ccn3CC(=O)NCc3ccc(N(C)C)cc3)c2)CC1	?	-2.6%

The listing continues.
canonical_smiles	Tau fluor cs	Epigenetic derep
CCOc1cccc(CC(=O)N2CCc3c([nH]c4ccccc34)C2c2ccccc2)c1OCC (centres undefined)	-10.9%	-0.1%
COC(=O)c1ccc(NC(=O)C(=O)NCCc2csc(-c3ccc(C(F)(F)F)cc3)n2)cc1	-6.8%	2.8%
CCCCOc1ccc(C(=O)NCCS(=O)(=O)N2CCN(c3ccccc3OC)CC2)cc1	-19.0%	-1.7%
O=C(Nc1ccc(F)c(F)c1)c1cc(S(=O)(=O)NC2CCCC2)ccc1F	-16.7%	2.5%
COc1ccc(-n2c(C)nc3cc(C(=O)NC4CCCC4)ccc32)cc1	0.3%	0.8%
COc1ccc(OC)c(CCNC(=O)c2cc3cccc4c3n2CCS4)c1	-25.0%	-0.8%
CCc1ccccc1NC(=O)CN1C(=O)CCc2cc(S(=O)(=O)N3CCCCC3)ccc21	-11.3%	-3.3%
CC(=O)c1ccc(NC(=O)CC(c2cccs2)N2Cc3ccccc3C2=O)cc1 (centres undefined)	-19.8%	?
CCOc1ccccc1NC(=O)Cn1c(=O)n(-c2ccc(C)c(C)c2)c(=O)c2c(C)c(C(=O)N(C)C)sc21	-7.8%	-1.3%
Cc1ccc(C)c(N2CCN(C(=O)Cn3cnc4onc(-c5ccc(F)cc5)c4c3=O)CC2)c1	?	-1.3%
Cc1c(Cl)cccc1NC(=O)CCS(=O)(=O)c1ccc2c(c1)CC(=O)N2C	-13.0%	3.9%
Cc1csc2nc(COC(=O)c3ccc(NC(=O)c4ccccc4Br)cc3)cc(=O)n12	-16.8%	-7.0%
CCN(CC)c1ccc(NC(=O)CN2CCN(S(=O)(=O)c3ccc(C(C)C)cc3)CC2)cc1	-29.6%	1.4%
Cc1ccc(-c2nnc(SCC(=O)NC(C)(C)C)nc2-c2ccc(C)cc2)cc1	-6.2%	9.8%
Cc1cccc(NC(=O)C2CCN(S(=O)(=O)c3ccc4c(c3)CCCC(=O)N4)CC2)c1	-14.2%	-1.3%
Cc1cc(C)c(/C=C/c2onc(C)c2S(=O)(=O)N2CCC(C(=O)Nc3ccc(Cl)c(C(F)(F)F)c3)CC2)c(C)c1	5.0%	-1.7%
Cc1ccccc1CS(=O)(=O)CC1Nc2ccc(C(=O)NCc3ccc(Cl)cc3)cc2NC1=O (centres undefined)	?	?
CCN(Cc1ccccc1)C(=O)Cn1c(=O)n(-c2ccccc2)c(=O)c2c1c1cc(C)ccc1n2C	2.4%	-0.8%
CCOc1ccccc1NC(=O)CN1C(=O)CC(c2ccc(C)c(C)c2)=Nc2ccccc21	-13.3%	7.4%
CCN(CC)S(=O)(=O)c1ccc2c(c1)N(CC(=O)N1CCN(c3cccc(C(F)(F)F)c3)CC1)C(=O)CO2	-5.0%	-0.2%
CCOc1ccc(C2c3[nH]c4ccccc4c3CCN2C(=O)CSc2ccccc2)cc1 (centres undefined)	-6.2%	-1.6%
Cc1ccc(CNC(=O)CCC(=O)N2CC3CCCN3c3ccccc32)cc1 (centres undefined)	-15.2%	2.3%
COc1ccc(S(=O)(=O)NCc2cccn2Cc2cccc(C)c2)cc1	-0.3%	10.7%
CCOC(=O)c1cc(S(=O)(=O)Nc2ccc(Br)c(C)c2)[nH]n1	?	-1.7%
COc1ccc(C)cc1Nc1ncnc2c1c(-c1ccccc1)cn2-c1ccc(C)cc1	-9.9%	2.4%
Cc1nc(-c2ccc(Cl)cc2)sc1CCNC(=O)C(=O)Nc1ccc2c(c1)OCCO2	-11.4%	6.8%
O=C(CSc1nc2c([nH]c3ccccc32)c(=O)n1-c1cccc(Cl)c1)N1CCc2ccccc21	-11.1%	2.8%
O=C(COc1ccccc1F)OCc1cc(=O)n2nc(C3CC3)sc2n1	-2.9%	0.0%
COc1ccc(OC)c(NCc2cccn2-c2nnc(N3CCC(C)CC3)s2)c1	-24.1%	-1.1%
Cc1cnc(=O)[nH]c1SCC(=O)Nc1nc2ccccc2s1	-6.1%	11.1%

Later entries.
canonical_smiles	Tau fluor cs	Epigenetic derep
Cc1ccc(C2=NN(CC(=O)NC(C)c3ccccc3)C(=O)CC2)cc1 (centres undefined)	5.1%	0.6%
CCCC12CN3CC(CCC)(CN(C1)C3c1ccccc1)C2=O (centres undefined)	-8.2%	0.7%
O=C(CCC1N=C2c3ccccc3N=C(SCC(=O)Nc3ccc(F)cc3)N2C1=O)NCc1ccco1 (centres undefined)	-3.1%	-1.3%
CCN(c1ncnc2c1cnn2-c1cccc(Cl)c1)C1CCCCC1	-13.0%	0.6%
